JMJD2A Tudor inh – JMJD2A Tudor domain (human) inhibition. AlphaScreen JMJD2A-Tudor / H3K4me3 peptide binding. O75164. 390,000 tested, 4.4% active. Potency, µM (titrated, usually from 114 µM), without a hit: at the top dose activity change, negative = inhibition, usual class: inhibitors; note: % is set by controls: 0 for no effect and ±100 for the full control effect; nearly all actives have a fitted effect of over 50% in size
GLS inhibitor – glutaminase GLS (human) inhibition | O94925 | GLS enzymatic activity, qHTS titration | Potency, µM (titrated, usually from 45.5 µM), for inactives: top-dose activity change, negative = inhibition, most hits filed as inhibitors | 410,000 tested, 0.21% active; note: % is set by controls: 0 for no effect and ±100 for the full control effect
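Enzyme dispensed in phosphate buffer (45 mM, pH 8.2, 0.02% Tween-20), compounds pinned in, then 1 mM L-glutamine solution and the glutamate oxidase–HRP–Amplex Red mix added; fluorescence read immediately and again after 30 min at room temperature.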
G9a inh – G9a (human) methyltransferase inhibition; G9a H3K9 monomethylation, AlphaScreen, 2 h; AID 504332; Q96KQ7; Potency, µM (titrated, usually from 102 µM), for inactives: at the highest dose activity, negative = inhibition, hits mostly inhibitors; 350,000 tested, 8.8% active; note: % is set by controls: 0 for no effect and ±100 for the full control effect; nearly all actives have a fitted effect of over 75% in size
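G9a (20 nM) preincubated 15 min RT with compounds, then 500 nM biotinylated H3K9 peptide and 20 uM SAM added; 2 h RT reaction. Monomethyl-H3K9 product detected by AlphaScreen with anti-H3K9me1 antibody, streptavidin donor and anti-rabbit IgG acceptor beads.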
BAZ2B block – BAZ2B (human) inhibition | AlphaScreen BAZ2B-H3K14Ac peptide displacement | Potency, µM (titrated, usually from 114 µM), for inactives: top-dose activity change, negative = inhibition, most hits filed as inhibitors | 360,000 tested, 4.4% active | Q9UIF8 | AID 504333; note: % is set by controls: 0 for no effect and ±100 for the full control effect; nearly all actives have a fitted effect of over 60% in size
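Inhibition is scored as reduced AlphaScreen emission. The BAZ2B/b-H3(5-23)K14Ac complex (50 nM each) in PBS pH 7.4, 0.01% Tween-20 meets compound (up to 110 uM) for 30 min at RT before bead addition.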
Pin1 inhibitor – inhibitors of human Pin1; Pin1 FP peptide displacement, HiFluor488, 10 min; Potency, µM (titrated, usually from 115 µM), inactives show top-dose activity, negative = inhibition, most hits filed as inhibitors; 390,000 tested, 0.009% active; active = well fitted inhibition curve with a large enough effect in the polarisation, with a control signal flat, not every such curve was filed as active; inconclusive = small, poorly fitted or top-dose-only effect, or effect the other way, or a change in a side signal; inactive = no such curve, though single readings can be large or run the other way; the % refers to the polarisation; note: % is set by controls: 0 for no effect and ±100 for the full control effect
Target sequence (Q13526 whole entry, looked up): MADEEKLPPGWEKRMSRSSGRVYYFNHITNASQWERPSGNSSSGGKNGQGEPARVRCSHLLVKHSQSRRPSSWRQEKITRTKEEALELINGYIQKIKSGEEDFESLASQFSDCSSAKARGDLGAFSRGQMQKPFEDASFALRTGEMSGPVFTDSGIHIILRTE
Pol iota inh – DNA polymerase iota (human) inhibition; Q9UNA4; Pol iota fluorescent replication assay, 10 min; Potency, µM (top dose mostly 115 µM), for inactives: top-dose activity, negative = inhibition, actives largely listed as inhibitors; 390,000 tested, 1% active; AID 588590
Target sequence (Q9UNA4 whole entry, looked up): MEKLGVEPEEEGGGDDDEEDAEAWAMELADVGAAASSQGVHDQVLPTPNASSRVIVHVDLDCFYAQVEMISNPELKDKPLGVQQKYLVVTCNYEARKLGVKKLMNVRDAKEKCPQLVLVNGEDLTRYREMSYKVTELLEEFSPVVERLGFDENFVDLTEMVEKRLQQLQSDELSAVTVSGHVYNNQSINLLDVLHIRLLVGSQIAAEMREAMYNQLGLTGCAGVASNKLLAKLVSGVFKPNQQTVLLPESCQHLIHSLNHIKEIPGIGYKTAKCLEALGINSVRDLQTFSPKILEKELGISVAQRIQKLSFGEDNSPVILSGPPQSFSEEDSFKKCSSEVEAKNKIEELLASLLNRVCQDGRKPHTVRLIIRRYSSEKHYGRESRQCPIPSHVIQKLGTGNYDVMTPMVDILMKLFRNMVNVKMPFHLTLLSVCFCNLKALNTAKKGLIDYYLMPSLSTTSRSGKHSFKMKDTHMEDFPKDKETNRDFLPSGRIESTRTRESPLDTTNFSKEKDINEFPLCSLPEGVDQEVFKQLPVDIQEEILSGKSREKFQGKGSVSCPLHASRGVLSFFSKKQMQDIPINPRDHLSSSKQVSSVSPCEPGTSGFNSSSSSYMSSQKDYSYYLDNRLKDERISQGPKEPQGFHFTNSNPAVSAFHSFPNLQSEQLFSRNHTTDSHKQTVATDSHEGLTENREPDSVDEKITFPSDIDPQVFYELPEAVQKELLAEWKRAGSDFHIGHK
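Pol iota at 10 nM preincubated 15 min with compounds at room temperature; reaction started with fluorescent substrate, 50 nM final. Fluorescence read kinetically at 0 and 10 min; buffer-only wells as negative control.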
BLM helicase inh – Bloom syndrome helicase (human) inhibition | P54132 | recombinant BLM DNA unwinding, fluorescence dequenching | Potency, µM (titrated, usually from 56.1 µM), for the others: at the top dose activity change, negative = inhibition, most hits filed as inhibitors | 350,000 tested, 0.2% active;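 note: plate controls were vehicle for no effect and no enzyme for full effect; nearly all actives have a fitted effect of over 35% in size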
HP1b chromo inh – blocks HP1-beta chromodomain binding to methylated histone tails. 390,000 tested, 0.56% active. AID 540317. Potency, µM (titrated, usually from 114 µM), without a hit: at the highest dose activity change, negative = inhibition, hits mostly inhibitors. AlphaScreen HP1-beta / biotin-H3K9me3 peptide binding. P83916; note: nearly all actives have a fitted effect of over 70% in size; inactives centre near 23
Target sequence (P83916 whole entry, looked up): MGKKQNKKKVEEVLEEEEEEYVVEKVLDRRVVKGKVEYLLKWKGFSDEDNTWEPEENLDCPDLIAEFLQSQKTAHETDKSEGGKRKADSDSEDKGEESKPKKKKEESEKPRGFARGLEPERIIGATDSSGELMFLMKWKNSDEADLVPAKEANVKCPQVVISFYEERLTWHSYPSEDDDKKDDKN
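AlphaScreen: HP1-beta (50 nM) preformed 30 min with biotin-H3(1-18)K9me3 peptide (50 nM) in PBS pH 7.4, 0.01% Tween-20. Compound added for 30 min at RT, then streptavidin donor/nickel chelate acceptor beads (10 ug/mL) for 30 min.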
PGK inhibitor – inhibitors of T. brucei phosphoglycerate kinase; PGK/GAPDH coupled, Kinase-Glo luminescence, 60 min; Potency, µM (series often up to 57.5 µM), for inactives: top-dose activity change, negative = inhibition, actives largely listed as inhibitors; P07378; 380,000 tested, 0.043% active; note: % is set by controls: 0 for no effect and ±100 for the full control effect; nearly all actives have a fitted effect of over 60% in size
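Luminescent ATP detection (Kinase-Glo Plus) follows a 60-minute room-temperature incubation, with wells lacking PGK as controls. Buffer: 100 mM TEA (pH 7.6), 5 mM MgCl2, 0.01% Tween-20. Coupling enzyme GAPDH (100 nM final) supplies unstable 1,3-BPG in-well.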
* = called active by the depositor; i = inactive; ? = inconclusive; . = no result given; & = joins results of further samples; [ ] = dose if it differs, or a comment. Unless noted, calls come from the whole dose curve; as a rule, active = well fitted curve in the direction sought with a large enough effect; inconclusive = small, poorly fitted or top-dose-only effect, or another doubt; inactive = no such curve, though single readings can be large; an effect the other way counts as inactive or inconclusive. Potency is the fitted concentration of half-maximal effect. The list is partial, so the mix of outcomes need not match the whole.

SMILES	JMJD2A Tudor inh	GLS inhibitor	G9a inh	BAZ2B block	Pin1 inhibitor	Pol iota inh	BLM helicase inh	HP1b chromo inh	PGK inhibitor
Cc1ccc(C(=O)NCC(=O)OCc2cccc(Br)c2)cc1	-3%	-3%	-2%	8%	-8%	27%	.	26%	-8%
O=C(c1ccc2c(Cl)c3c(nc2c1)CCCC3)N1CCN(c2cccc(C(F)(F)F)c2)CC1	-15%	2%	?	-12%	-1%	1%	-11%	6%	4%
CC(C)Cc1nc2oc3c(NCC4CCCO4)ncnc3c2c2c1CCC2 (centres undefined)	-8%	1%	11%[59 µM]	14%	-2%	20%	-6%	33%	4%
Cc1ccc(CCNC(=O)c2nnc(CS(=O)(=O)c3ccccc3)o2)cc1	-15%	1%	39%	3%	?	20%	-1%	29%	-1%
CC(C)n1nc(C(=O)NNC(=O)c2ccc(OC(F)F)cc2)c2ccccc2c1=O	-5%	10%	3.2µM*	-2%	1%	13%	.	52%[activator]	7%
CCN1CCN(C(=O)CN(C)S(=O)(=O)c2ccc(OC)cc2)CC1	5%	0%	-21%[12.7 µM]	25%	-7%	-4%	-4%	49%[activator]	-9%
O=C(O)c1ccc(-n2cc(-c3cc4ccccc4oc3=O)[nH]c2=S)cc1	1.3µM*	85%[activator]	73%[activator]	3%	-8%	105%[activator]	0%	-15%	?
CC(C)(C)c1ccc(C(=O)Nc2ccc(S(N)(=O)=O)cc2)cc1	-21%	13%	-13%[2.33 µM]	-6%	?	7%	1%	21%[57 µM]	7%
CCCCN(C)C(=O)CCC(=O)Nc1ccc2nc(N3CCOCC3)cc(C)c2c1	-2%	5%	-28%[59 µM]	13%	7%	24%	-1%	22%	-4%
COc1ccc(-c2cc(CCC(=O)N3CCN(c4cc(C)ccc4C)CC3)[nH]n2)cc1	?	7%	.	.	0%	15%	.	-6%	-4%
O=C(NCc1ccccc1)Nc1cccn(Cc2c(F)cccc2Cl)c1=O	-30%	0%	.	?	-11%	4%	-4%	26%	-3%
CCCCn1c(N)c(N(CCOC)C(=O)c2ccc(-c3cccc(C(F)(F)F)c3)o2)c(=O)[nH]c1=O	-10%	2%	?	9%	-4%	-11%	.	10%	-4%
COc1ccc(N2CCN(CCC(N)=O)CC2)cc1	-15%	37%[activator]	15%[59 µM]	-5%	2%	4%	-2%	31%	-5%
COc1ccc(C(NC(C)=O)c2nccc3cc(OC)c(OC)cc23)cc1OC (centres undefined)	-4%	-11%	14%	-1%	0%	101%[activator]	-7%	79%[activator]	i
CCOCCCn1c(C)nc2c[n+](CC(=O)c3ccc4ccccc4c3)cc(Br)c21	-13%	2%	?	-19%	12%	-17%[58.9 µM]	57%[activator]	12%	-1%
CCc1ccccc1NC(=O)c1onc(C)c1Cl	-8%	7%	12%	1%	-4%	-9%	1%	34%	1%
CCOC(=O)/C=C/C(=O)OCC(=O)Nc1ccc(Cl)cc1Cl	-6%	-1%	-3%	-2%	-1%	83%[activator]	-6%	14%	i
COCCCN=C(c1ccco1)n1c(=S)nc(-c2ccco2)n(CCCOC)c1=S	56µM*	11%	7.9µM*	?	?	20µM*	-6%	22µM*	.
O=C(CSc1nc2ccccc2nc1Cc1ccccc1)NCc1ccccc1Cl	-20%	1%	-3%[59 µM]	2%	-2%	4%	1%	32%[57 µM]	-1%
CC(=O)Nc1ccc(-c2csc(NC(=O)CCCc3cccs3)n2)cc1	-11%	-3%	7%[59 µM]	-4%	-1%	-2%	-4%	26%	-4%
CCOP(=O)(c1ccc(N(C)C)cc1)C(O)c1ccc(C)cc1 (centres undefined)	-6%	1%	-4%	-9%	1%	41%[activator]	-3%	14%[57 µM]	-5%
N#Cc1cc(-c2ccc(Cl)cc2)cnc1Sc1ccccc1	76%[activator]	1%	14%[0.0925 µM]	60%[activator]	1%	-2%[58.9 µM]	-7%	150%[activator]	5%
CCC(=O)NNC(=O)CCC(=O)Nc1ccc(C)cc1C	-19%[11.4 µM]	16%	15%	-10%	-1%	118%[activator]	-2%	-9%	-9%
O=C(c1ccccc1)c1nc2ccccc2n(CCCn2c(=O)c(C(=O)c3ccccc3)nc3ccccc32)c1=O	?	-2%	.	-20%	9%	11%	-4%	9%	-1%

As entered above:
In HP1b chromo inh, COc1ccc(N2CCN(CCC(N)=O)CC2)cc1 shows 31%
In JMJD2A Tudor inh, CCOCCCn1c(C)nc2c[n+](CC(=O)c3ccc4ccccc4c3)cc(Br)c21 shows -13%

Next section
SMILES	JMJD2A Tudor inh	GLS inhibitor	G9a inh	BAZ2B block	Pin1 inhibitor	Pol iota inh	BLM helicase inh	HP1b chromo inh	PGK inhibitor
CCCNC(=O)Cn1c(=O)/c(=C\c2ccc(-c3cccc([N+](=O)[O-])c3)o2)s/c1=C\C(=O)C(C)(C)C	-30%	1%	?	?	?	48%[activator]	-7%	9%	-5%
C=CCNC(=O)c1c(CS(=O)(=O)c2ccccc2)noc1C(=O)NCc1ccccc1	-12%	3%	19%[2.33 µM]	11%	2%	36%[activator]	.	29%	-9%
Cc1oc2ccc(O)c(CN3CCCC3)c2c1C(=O)Nc1ccc(C(C)C)cc1	-24%	48%[activator]	1%[59 µM]	?	0%	49%[activator]	5%	19%	10%
O=C(CCc1nc2ccccc2c(=O)[nH]1)NNC(=O)c1ccc(F)cc1	-17%	8%	36%[59 µM]	12%	4%	-20%	.	25%	5%
Cc1ccc(C(=O)O)cc1-c1ccc(/C=C2\SC(=O)N(CC(=O)Nc3ccccc3)C2=O)o1	35µM*	-13%	7.1µM*	22µM*	?	?	-6%	?	-16%
CN=C(Nc1cccnc1)c1ccccc1	-10%	-1%	12%[2.33 µM]	12%	45%[activator]	14%	0%	45%[activator]	10%
COc1ccc(C(=O)NC(C)c2cc(OC)c(OC)cc2Br)cc1 (centres undefined)	-15%	-5%	4%	6%	-1%	7%	-3%	6%	-7%
COc1ccc(N2CCN(C(=O)c3ccc4c(c3)OCO4)CC2)cc1	-28%	38%[activator]	1%[0.0925 µM]	-11%	0%	0%	-6%	13%	-1%
CC1CCN(C2=C(NS(=O)(=O)c3ccccc3)C(=O)c3ccccc3C2=O)CC1	14µM*	?	4µM*	6.3µM*	2%	?	-10%	14µM*	-5%
Cc1ccc(C2=NOC(C)(c3nnc(-c4cccc(Cl)c4)o3)C2)cc1 (centres undefined)	30%	-3%	.	.	2%	-10%	.	47%[activator]	-4%
Cc1ccccc1C(NC(N)=O)c1ccccc1 (centres undefined)	-6%	-5%	4%[59 µM]	-8%	1%	-11%	1%	8%	-11%
N#CCN1CCC/C1=C\[N+](=O)[O-]	-10%	-16%	-22%	-12%	-17%	-12%	0%	5%	.
CCCn1c2ccccc2c2cnn(CC(=O)NCc3ccc(OC)cc3)c(=O)c21	-19%	6%	2%[59 µM]	0%	2%	10%	2%	8%	-8%
C=CC1=C2C=C(C3CC3)N(C3CC3)C=C2C(=O)C(C)(OC(=O)c2ccco2)C1=O (centres undefined)	-35%	-14%	.	.	?	55%[activator]	-6%[12.4 µM]	26%	i
Cc1ccc(NC(=O)Cn2c(=O)n(Cc3ccco3)c(=O)c3ccccc32)c(C)c1	-11%&-20%	4%&-2%	3%&8%[59 µM]	-19%&9%	?	?	-3%&-7%	20%&15%	-7%&-3%
COCCOC1CCN(Cc2cn(Cc3ccccc3)nc2-c2cc3ccccc3o2)CC1	-17%	-2%	5%	-23%	0%	5%	-5%	29%	2%
O=C(Nc1ncc2c(n1)CC(c1ccccc1)CC2=O)c1ccco1 (centres undefined)	-14%	2%	-39%[59 µM]	8%	4%	15%	5%	7%	-1%
COc1cc(OC)cc(C(=O)N[C@H](C(=O)NCc2ccccc2)C(C)C)c1	-8%	1%	3%	-3%	-2%	?	-2%	19%	1%
Cc1cc(NC(=O)COC(=O)C2CCN(S(=O)(=O)c3ccc(Cl)cc3)CC2)no1	-19%	3%	5%	12%	2%	1%	-1%	24%	-10%
Cc1ccc(Nc2ccc3cc(S(=O)(=O)N4CCC(C)CC4)ccc3n2)c(Cl)c1	20%	-13%	16µM*	-7%	12%	12%	-3%	55%[activator]	-2%
CN(C)c1ccc(CNC(=O)C2CCC(CNc3c(N4CCCCC4)c(=O)c3=O)CC2)cc1 (centres undefined)	-7%	-17%	2%[59 µM]	-7%	-3%	36%[activator]	0%	10%	-9%

Molecules above that have an aryl methoxy group:
SMILES	JMJD2A Tudor inh	GLS inhibitor	G9a inh	BAZ2B block	Pin1 inhibitor	Pol iota inh	BLM helicase inh	HP1b chromo inh	PGK inhibitor
CCN1CCN(C(=O)CN(C)S(=O)(=O)c2ccc(OC)cc2)CC1	5%	0%	-21%[12.7 µM]	25%	-7%	-4%	-4%	49%[activator]	-9%
COc1ccc(-c2cc(CCC(=O)N3CCN(c4cc(C)ccc4C)CC3)[nH]n2)cc1	?	7%	.	.	0%	15%	.	-6%	-4%
COc1ccc(N2CCN(CCC(N)=O)CC2)cc1	-15%	37%[activator]	15%[59 µM]	-5%	2%	4%	-2%	31%	-5%
COc1ccc(C(NC(C)=O)c2nccc3cc(OC)c(OC)cc23)cc1OC (centres undefined)	-4%	-11%	14%	-1%	0%	101%[activator]	-7%	79%[activator]	i
COc1ccc(C(=O)NC(C)c2cc(OC)c(OC)cc2Br)cc1 (centres undefined)	-15%	-5%	4%	6%	-1%	7%	-3%	6%	-7%
COc1ccc(N2CCN(C(=O)c3ccc4c(c3)OCO4)CC2)cc1	-28%	38%[activator]	1%[0.0925 µM]	-11%	0%	0%	-6%	13%	-1%
CCCn1c2ccccc2c2cnn(CC(=O)NCc3ccc(OC)cc3)c(=O)c21	-19%	6%	2%[59 µM]	0%	2%	10%	2%	8%	-8%
COc1cc(OC)cc(C(=O)N[C@H](C(=O)NCc2ccccc2)C(C)C)c1	-8%	1%	3%	-3%	-2%	?	-2%	19%	1%

Bioassay records as filed in PubChem BioAssay.
